Bioassay records from PubChem BioAssay.
M. tuberculosis: growth inhibition of non-replicating M. tuberculosis (AID 488890); Mycobacterium tuberculosis non-replicating, growth inhibition; higher % means a stronger effect; one-dose inhibition, % at 25 µM; IC50 in µM for titrated hits; 320,000 tested, 0.39% active; in the data active = a potency from the dose series; inconclusive = inhibition mostly from about 82% at the one dose, without a potency; inactive = the rest, 99 in 100 with inhibition below about 76%;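 note: plate controls were DMSO cells for no effect and high antibiotic wells for full effect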
Salmonella PhoP GFP: PhoP regulon inhibitors, Salmonella typhi PhoP promoter GFP reporter, confirmatory (AID 1850). Salmonella Typhi PhoP-promoter GFP reporter, fluorescence, 4 h; higher % means a stronger effect. inhibition, % at 50 µM; hits with a dose series show IC50 in µM. 310,000 tested, 0.33% active; in the data active = a potency from the dose series; inconclusive = inhibition mostly from about 25% at the one dose, without a potency; inactive = the rest, 99 in 100 with inhibition below about 19%;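 note: 0% = induced wells with vehicle and 100% = uninduced wells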
H1N1 NS1A inhibition: H1N1 influenza NS1A inhibitors, functional cell based assay (AID 504329). NS1A functional cell-based assay, percent inhibition; higher % means a stronger effect. inhibition, % at 12.5 µM, or IC50 in µM where a hit was titrated. 340,000 tested, 0.3% active; in the data active = a potency from the dose series; inconclusive = inhibition above about 27% without an active follow-up result; note: strong numbers were not always called active
VEEV TC-83 Vero: inhibitors of VEEV TC-83 cytopathic effect, confirmation, Vero cells (AID 588727); 350,000 tested, 0.13% active; one-dose inhibition, % at 20 µM; IC50 in µM for titrated hits; Vero cells, VEEV TC-83 cytopathic effect inhibition; higher % means a stronger effect; in the data active = a potency from the dose series; inconclusive = inhibition mostly from about 14% at the one dose, without a potency; inactive = the rest, 99 in 100 with inhibition below about 12%; note: strong numbers were not always called active
M. tuberculosis HTS: M. tuberculosis growth inhibition, HTS (AID 449762); 330,000 tested, 0.59% active; inhibition, % at 25 µM, or IC50 in µM where a hit was titrated; M. tuberculosis H37Rv growth inhibition, 7H9 media; higher % means a stronger effect; in the data active = a potency from the dose series; inconclusive = inhibition above about 70% without an active follow-up result;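 note: bacterial growth assessed after seven days of incubation; strong numbers were not always called active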
VEEV TC-83 Vero 10K pilot screen: also measured in VEEV TC-83 Vero; calls as there; inhibition, %; measured here: 10K pilot screen inhibition
* hit, by the source's call; i = inactive; ? = inconclusive; · = no result given.

Sample of the layout, 16 compounds:
SMILES	M. tuberculosis	Salmonella PhoP GFP	H1N1 NS1A inhibition	VEEV TC-83 Vero	M. tuberculosis HTS	others
COC(=O)c1ccc(C)c(NS(=O)(=O)c2ccc(OC)cc2)c1	14%	-3%	-3%	7.3%	-2%
CCc1nnc(NC(=O)C2CCN(S(=O)(=O)c3ccc(C)cc3)CC2)s1	9%	-2%	-7%	1.8%	-1%
COc1cccc(/C=C/C(=O)OCC(=O)c2ccc(S(=O)(=O)N3CCCCC3)cc2)c1OC	16%	-1%	0%	0.4%	-5%
COc1ccc(C(CNC(=S)NCc2ccccc2)N2CCCC2)cc1 (stereo not drawn)	2%	-13%	2%	6.8%	-9%
COC(=O)C1=C(c2cccc(OC)c2OC)C[C@@H]2CC[C@H]1N2C(=O)N1CCC(C)CC1	6%	-3%	-5%	0.4%	2%
O=C(N/N=C/c1ccc2c(c1)OCO2)c1cccc(NC(=O)c2ccccc2Cl)c1	-11%	-2%	-10%	7.3%	0%
CCCC(c1nnnn1CCC(C)C)N1CCC(C(N)=O)CC1 (stereo not drawn)	-14%	8%	11%	0.3%	-12%
CCN(C(=O)CSc1n[nH]c(-c2ccccc2)n1)c1c(N)n(Cc2ccccc2)c(=O)[nH]c1=O	-4%	·	10%	i	-12%
CSCCC(NC(=O)c1cc([N+](=O)[O-])ccc1Cl)C(=O)O (stereo not drawn)	-13%	-4%	4%	1.5%	-8%
CCCc1n[nH]c2c1/C(=N\OCC)CC(C)(C)C2	20%	5%	-19%	i	7%
CC(CN(C)Cc1ccccc1)OC(=O)c1cccc(F)c1 (stereo not drawn)	-5%	-2%	4%	1.2%	-3%
CC(C)(C)N(NC(=O)Nc1ccc(Cl)cc1)C(=O)c1ccccc1	-2%	-1%	2%	2.1%	-6%	VEEV TC-83 Vero 10K pilot screen=0.7
COC(=O)N/N=C/c1ccc(-c2ccc(Cl)c(Cl)c2)o1	33%	-24%	5%	1.6%	?
CCc1ccc(N2CC(C(=O)OCC(=O)NC3CC3)CC2=O)cc1 (stereo not drawn)	-9%	·	-16%	4.3%	1%
Cc1cc(CN2CCN(CC(=O)Nc3cc(Cl)ccc3-n3cncn3)CC2)no1	·	·	2%	1.1%	·
Cc1ccc(NC(=O)CSCc2cc(=O)n3nc(C4CC4)sc3n2)cc1	9%	3%	-4%	1.9%	2%

All compounds of this part, previewed entries included:
SMILES	M. tuberculosis	Salmonella PhoP GFP	H1N1 NS1A inhibition	VEEV TC-83 Vero	M. tuberculosis HTS	others
COC(=O)c1ccc(C)c(NS(=O)(=O)c2ccc(OC)cc2)c1	14%	-3%	-3%	7.3%	-2%
CCc1nnc(NC(=O)C2CCN(S(=O)(=O)c3ccc(C)cc3)CC2)s1	9%	-2%	-7%	1.8%	-1%
COc1cccc(/C=C/C(=O)OCC(=O)c2ccc(S(=O)(=O)N3CCCCC3)cc2)c1OC	16%	-1%	0%	0.4%	-5%
COc1ccc(C(CNC(=S)NCc2ccccc2)N2CCCC2)cc1 (stereo not drawn)	2%	-13%	2%	6.8%	-9%
COC(=O)C1=C(c2cccc(OC)c2OC)C[C@@H]2CC[C@H]1N2C(=O)N1CCC(C)CC1	6%	-3%	-5%	0.4%	2%
O=C(N/N=C/c1ccc2c(c1)OCO2)c1cccc(NC(=O)c2ccccc2Cl)c1	-11%	-2%	-10%	7.3%	0%
CCCC(c1nnnn1CCC(C)C)N1CCC(C(N)=O)CC1 (stereo not drawn)	-14%	8%	11%	0.3%	-12%
CCN(C(=O)CSc1n[nH]c(-c2ccccc2)n1)c1c(N)n(Cc2ccccc2)c(=O)[nH]c1=O	-4%	·	10%	i	-12%
CSCCC(NC(=O)c1cc([N+](=O)[O-])ccc1Cl)C(=O)O (stereo not drawn)	-13%	-4%	4%	1.5%	-8%
CCCc1n[nH]c2c1/C(=N\OCC)CC(C)(C)C2	20%	5%	-19%	i	7%
CC(CN(C)Cc1ccccc1)OC(=O)c1cccc(F)c1 (stereo not drawn)	-5%	-2%	4%	1.2%	-3%
CC(C)(C)N(NC(=O)Nc1ccc(Cl)cc1)C(=O)c1ccccc1	-2%	-1%	2%	2.1%	-6%	VEEV TC-83 Vero 10K pilot screen=0.7
COC(=O)N/N=C/c1ccc(-c2ccc(Cl)c(Cl)c2)o1	33%	-24%	5%	1.6%	?
CCc1ccc(N2CC(C(=O)OCC(=O)NC3CC3)CC2=O)cc1 (stereo not drawn)	-9%	·	-16%	4.3%	1%
Cc1cc(CN2CCN(CC(=O)Nc3cc(Cl)ccc3-n3cncn3)CC2)no1	·	·	2%	1.1%	·
Cc1ccc(NC(=O)CSCc2cc(=O)n3nc(C4CC4)sc3n2)cc1	9%	3%	-4%	1.9%	2%
COc1cc(C(=O)CCc2ccc3c(c2)OCO3)cc(OC)c1OC	·	·	6%	i	·
Cc1ccc(S(=O)(=O)c2c(N)n(CCN3CCOCC3)c3nc4ccccc4nc23)cc1C	-15%	3%	-2%	1.5%	3%
COC(=O)c1nn(-c2ccc(OC)cc2)ccc1=O	-17%	-5%	18%	1.9%	-8%
COCc1nc2ccccc2n1CCOc1ccccc1OC	2%	-3%	-1%	1.9%	3%
COc1ccc2c3c1OC1C(O)C=CC4C(C2)[N+](C)(C)CCC341 (stereo not drawn)	17%	4%	-13%	0.4%	9%
O=C(NCCCN1CCC(Cc2ccccc2)CC1)C1CCN(S(=O)(=O)N2CCOCC2)CC1	·	·	2%	0.0%	·
CCOc1ccccc1NC1=CC(=O)CC(c2ccccc2)C1 (stereo not drawn)	-18%	-3%	-4%	9.6%	-14%
NC(=O)CSc1oc(-c2ccco2)nc1S(=O)(=O)c1ccc(Br)cc1	24%	10%	1%	6.4%	7%
CCOC(=O)c1cccc(NC(=O)CSc2nnc(CNc3ccc(C)cc3)n2CC)c1	42%	-5%	-2%	2.5%	-11%
Cc1ccc(S(=O)(=O)N2CCC(=O)N(C(COCc3ccc(Cl)c(Cl)c3)Cc3ccccc3)CC2)cc1 (stereo not drawn)	11%	1%	·	·	-4%
COc1ccccc1NS(=O)(=O)c1cccc(C(=O)N2CCN(C(=O)c3ccco3)CC2)c1	4%	·	-10%	3.0%	-12%
CC(=O)Nc1ccc2c(c1)CCc1ccccc1-2	2%	0%	-10%	i	2%
CCN1C(=O)C(=O)N(CC(=O)N2CCC(C)Sc3ccccc32)C1=O (stereo not drawn)	30%	·	-8%	0.6%	12%
CC(C)C(NC(=O)OCc1ccccc1)C(=O)OCC(=O)NC1CC1 (stereo not drawn)	-8%	1%	-5%	0.6%	-1%
Nc1nc(NC(=O)c2ccccc2)nn1-c1ccccc1	0%	-6%	-7%	0.1%	6%
O=C1CCc2cc(S(=O)(=O)N3CCC(C(=O)NCCC4=CCCCC4)CC3)ccc2N1	16%	-9%	1%	i	1%
CC(=O)N1CCC2(CC1)C(C#N)=C(N)Oc1n[nH]c(C)c12	-14%	-5%	2%	0.5%	·
COc1ccc(C(C(=O)NC(C)(C)C)N(C(=O)CCC(=O)Nc2cc(C)on2)c2ccc3c(c2)OCCO3)cc1 (stereo not drawn)	-10%	1%	-2%	i	0%
O=C1c2ccncc2C(=O)N1CNc1ccc(Cl)cc1	2%	-4%	-7%	0.8%	0%
CCC(=O)N1CCN(c2ccc(NC(=S)NC(=O)C(C)C)cc2)CC1	44%	4%	-1%	3.2%	1%
O=S(=O)(c1cccc(Cl)c1Cl)N1CCN(C(=S)NCCCN2CCOCC2)CC1	-6%	5%	6%	i	-2%
NS(=O)(=O)c1ccc(CNC(=O)CNC(=O)c2ccc(Br)o2)cc1	6%	-7%	4%	0.7%	1%
CCCNC(=O)c1cc2ccccc2c(=O)o1	30%	-2%	1%	0.7%	0%
CCn1c(SCC(=O)N(C)CCC#N)nc2cc(S(=O)(=O)N3CCOCC3)ccc21	-11%	-1%	2%	0.7%	95%
CC/C(=N\Nc1ccccc1)c1c(O)n(C)c(=O)n(C)c1=O	47%	-5%	-3%	0.6%	?
CCCn1cccc(C(=O)Nc2ccc(OC)cc2)c1=O	15%	-9%	-6%	0.5%	-7%
Cc1ccc(NC(=O)NC(=O)CN2CCCC2c2ccc3c(c2)OCCO3)cc1C (stereo not drawn)	-3%	·	1%	7.8%	-2%
COCCOC(=O)C1=C(C)OC(N)=C(C(=O)OC)C12C(=O)Nc1ccccc12 (stereo not drawn)	-2%	-4%	-3%	0.2%	5%
CN(C(=O)CSc1nnc(-c2n[nH]c3ccccc23)o1)c1ccccc1	20%	-4%	6%	7.2%	10%
COC(=O)C1=C(c2ccc(-c3ccccc3)c(F)c2)C[C@@H]2CC[C@H]1N2C(=O)NCCO	11%	·	3%	0.4%	13%
C[C@]12CC[C@H](O)C[C@@H]1CC[C@@H]1[C@@H]2CC[C@@]2(C)[C@H]1CCC(=O)[C@]21CCCO1	·	·	-6%	0.7%	·
COc1cc(CNc2ccc3[nH]c(=O)[nH]c3c2)ccc1OCc1ccccc1C	-7%	8%	7%	1.4%	-1%
COc1cccc(C2C(C#N)=C(N)N(N(C)C)C3=C2C(=O)CCC3)c1 (stereo not drawn)	-6%	4%	-19%	i	1%
CCOc1ncccc1C(=O)OCc1ccc(Cl)cc1	48%	-13%	-10%	2.6%	-3%
O=C(NC1=NCCS1)c1ccc(Cl)cc1	54%	2%	-10%	0.9%	1%
O=C1C=CC(=O)N1Cc1cccnc1	·	·	-22%	1.2%	·
Cc1ccc(C(=O)O/N=C(\N)c2ccc(C(F)(F)F)cn2)cc1	10%	2%	-26%	0.1%	47%
CC1=C(C(=O)OCc2ccccc2)C(c2cccc(Br)c2)NC(=O)N1 (stereo not drawn)	-14%	0%	-2%	1.5%	2%
CC(C)(C)OC(=O)N1Cc2ccccc2C[C@H]1C(=O)NC1CCCC1	-10%	7%	2%	0.2%	-1%
CCC(CC)c1nnc(NC(=O)c2cc(-c3ccccc3)nc3ccccc23)s1	18%	-7%	-8%	2.0%	40%
Cc1cccc(C)c1NC1=NCCCCS1	-3%	8%	2%	0.2%	-8%	VEEV TC-83 Vero 10K pilot screen=1.6
O=C(NC1CCSc2ccccc21)c1ccccc1F (stereo not drawn)	67%	-6%	7%	1.4%	13%
C=CCn1c(SCC(=O)Nc2ccc(C(=O)O)cc2)nc2scc(-c3ccccc3)c2c1=O	·	·	1%	i	-1%
COc1ccc(C(=O)N/C(=C\c2ccc(Cl)cc2)C(=O)NCC2CCCO2)cc1 (stereo not drawn)	-3%	-2%	-6%	8.7%	3%

2 compounds drawn at random from the list so far, as already listed:
SMILES	M. tuberculosis	Salmonella PhoP GFP	H1N1 NS1A inhibition	VEEV TC-83 Vero	M. tuberculosis HTS	others
CC(C)(C)OC(=O)N1Cc2ccccc2C[C@H]1C(=O)NC1CCCC1	-10%	7%	2%	0.2%	-1%
O=C1C=CC(=O)N1Cc1cccnc1	·	·	-22%	1.2%	·

(cont.)
SMILES	M. tuberculosis	Salmonella PhoP GFP	H1N1 NS1A inhibition	VEEV TC-83 Vero	M. tuberculosis HTS	others
CCC(C)(C)c1nnc(NC(=O)C2CCN(C(=O)c3ccco3)CC2)s1	44%	17%	8%	0.9%	61%
Cc1cc(C)c(CC(=O)c2ccccc2)c(C)c1	·	·	-9%	1.1%	·
COc1cccc(-c2nc(NCCN3CCOCC3)c3ccccc3n2)c1O	40%	-8%	-11%	i	-3%
CCOc1ccc(C(=O)NCCC(=O)NCCCC(=O)O)cc1	2%	1%	-10%	0.9%	4%
COc1oc(-c2ccc(Cl)cc2)nc1C(F)(F)F	-1%	-2%	7%	6.0%	-13%
CC(C)CN(C(=O)CCNC(=O)c1ccc(Cl)cc1)C1CCS(=O)(=O)C1 (stereo not drawn)	-4%	·	-19%	0.3%	-3%
O=C(OCc1cccc(C(F)(F)F)c1)c1cc(S(=O)(=O)N2CCOCC2)ccc1F	71%	-5%	3%	0.9%	23%
O=c1c2cnn(-c3ccccc3)c2ncn1Cc1ccccn1	-2%	-6%	-16%	i	-14%
CCOC(=O)Cc1csc(NC(=O)C2CCCCC2C(=O)O)n1 (stereo not drawn)	-10%	-2%	-3%	0.7%	-5%
COc1ccc(S(=O)(=O)N/N=C/c2ccc(OCCN3CCOCC3)c(OC)c2)cc1	-22%	-6%	-9%	i	-6%
COc1ccc(S(=O)(=O)N2CCN(C(=O)c3ccc(C)o3)CC2)cc1	-13%	13%	-3%	0.4%	2%
CCOc1ccccc1NC(=O)c1ccc([N+](=O)[O-])cc1	69%	-2%	·	·	2%
